Compound activity from PubChem BioAssay.
TDP-43 yeast inh = qHTS of TDP-43 Inhibitors; 1.8% of 410,000 active; Potency, µM (top dose mostly 46.1 µM), for the others: at the highest dose growth rescue (activation), usual class: activators; TDP-43 expressing yeast growth rescue, BacTiter-Glo, 24 h; AID 652104, 2013; note: % of control where 0% means no effect; nearly all actives have a fitted effect of over 50% in size
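Galactose-induced TDP-43 yeast, OD600=0.02, compound pinned; 24 hr, 30 deg C; BacTiter-Glo luminescence for growth. Inhibitors of TDP-43 toxicity read as activators.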
PTHR1 ag = qHTS for PTHR1 Agonists: Primary Screen | HEK293 GP2 PTHR1 cells, GloSensor cAMP luminescence, 1 h | Potency, µM (highest dose often 115 µM), for inactives: top-dose activation, actives largely listed as activators | 0.075% of 410,000 active; note: nearly all actives have a fitted effect of over 55% in size; some results filed as inactive show a strong effect at the top dose; inactives centre near -15; many of its hits are not listed in these tables
Target sequence (Q03431 whole entry, looked up): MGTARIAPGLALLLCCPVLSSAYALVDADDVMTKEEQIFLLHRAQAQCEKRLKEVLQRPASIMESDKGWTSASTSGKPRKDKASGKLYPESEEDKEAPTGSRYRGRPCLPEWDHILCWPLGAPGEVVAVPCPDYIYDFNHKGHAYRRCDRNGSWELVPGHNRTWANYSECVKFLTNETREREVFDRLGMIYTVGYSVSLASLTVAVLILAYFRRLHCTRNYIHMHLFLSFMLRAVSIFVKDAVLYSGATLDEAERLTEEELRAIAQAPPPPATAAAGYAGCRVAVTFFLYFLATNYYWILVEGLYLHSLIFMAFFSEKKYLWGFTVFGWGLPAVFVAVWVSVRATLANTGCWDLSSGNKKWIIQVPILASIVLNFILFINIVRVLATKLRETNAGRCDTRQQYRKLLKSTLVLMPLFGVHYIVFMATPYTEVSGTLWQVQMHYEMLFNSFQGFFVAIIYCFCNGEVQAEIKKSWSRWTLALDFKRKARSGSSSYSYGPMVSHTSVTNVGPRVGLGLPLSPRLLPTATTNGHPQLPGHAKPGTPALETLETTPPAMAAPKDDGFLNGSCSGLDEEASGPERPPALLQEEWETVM
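HEK-293-derived GP2 cells expressing PTHR1 and a GloSensor cAMP reporter, 3,000/well, plated overnight, given luciferin plus IBMX (each 0.5 mM as added) for 1 h at 37 °C, then compound for 1 h at 37 °C. Luminescence was read after 15 min at room temperature.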
FUS suppressor = qHTS for Suppressors of FUS Proteinopathy: Primary screen using FUS-linked yeast assay | S. cerevisiae FUS-expressing, growth rescue, OD600, 24 h | Potency, µM (top dose mostly 76.6 µM), for inactives: at the highest dose growth rescue (activation), usual class: activators | 0.24% of 390,000 active | AID 1347120, 2019;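 note: plate controls were DMSO vehicle for no effect and reference control for full effect; nearly all actives have a fitted effect of over 55% in size; some results filed as inactive show a strong effect at the top dose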
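Restored growth of FUS-toxic S. cerevisiae, read as 600 nm absorbance after 24 h at 30C in galactose medium (starting OD 0.005). Controls CP55940 and DMSO.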
* hit, by the source's call; i = inactive; ? = inconclusive; [ ] = another dose, or the depositor's remark. Calls come from the whole dose curve; as a rule, active = well fitted curve in the direction sought with a large enough effect; inconclusive = small, poorly fitted or top-dose-only effect, or another doubt; inactive = no such curve, though single readings can be large; an effect the other way counts as inactive or inconclusive. Potency is the fitted concentration of half-maximal effect.

SMILES | TDP-43 yeast inh | PTHR1 ag | FUS suppressor
Cc1ccc2c(c1)c1c(c(=O)n(-c3ccccc3C)c(=O)n1Cc1ccccc1F)n2C | 0% | -44%[inhibitor] | 18%
CCN(CC)c1ncnc2c1cnn2-c1cc(Cl)ccc1C | ? | -11% | -10%
CCCc1nn2c(=O)cc(COC(=O)c3ccc(NC(=O)c4cccs4)cc3)nc2s1 | 4% | -11% | ?
COCCn1c(C)cc(O)c(C(c2ccc(Cl)cc2)N2CCN(c3ccccc3)CC2)c1=O (stereo not drawn) | 13% | i | 35%
CSCCC(NS(=O)(=O)c1ccc2c(c1)oc(=O)n2C)C(=O)NCc1ccc(Cl)cc1 (stereo not drawn) | -4% | i | -7%
CCOc1ccccc1NC(=O)C1CCN(S(=O)(=O)c2c(C)noc2/C=C/c2ccco2)CC1 | -5% | 3% | 50%
COc1ccc(C(=O)n2nc(-c3cccnc3)nc2NCc2ccccc2)cc1OC | 22% | i | 24%
CCN(CC)CCN(C(=O)c1ccco1)c1nc2c(C)cccc2s1 | -7% | i | -14%
COc1ccc(N(C(=O)c2ccc(Cl)cc2)S(=O)(=O)c2ccc(C)cc2)cc1 | 22% | i | ?
Cc1ccc(N(CC(=O)N2CCN(c3ccc(Cl)cc3)CC2)S(=O)(=O)c2c(C)nn(C)c2C)cc1 | 22% | -69%[inhibitor] | 19%
O=C1CC(c2ccccc2)Cc2[nH]c(=O)c(-c3nc(-c4ccc(Cl)cc4)cs3)cc21 (stereo not drawn) | 9% | i | 0%
COc1ccc(NC(=O)CC2Oc3ccc(C)cc3NC2=O)cc1Cl (stereo not drawn) | 0% | i | 16%
Cc1ccc(CNc2ncnc3c2cnn3-c2ccc(C)cc2C)cc1 | 35µM* | -2% | 36%
CCc1nnc(NC(=O)CSc2nccn2Cc2ccc(Cl)cc2)s1 | 11% | i | -1%
Cc1cc(C)cc(NC(=O)CN2C(=O)c3ccccc3Sc3ccc(C(=O)N4CCCC4)cc32)c1 | ? | -18% | ?
COCCNC(=O)CCCn1c(SCC(=O)Nc2cccc(C)c2)nc2c(sc3ccccc32)c1=O | 7% | i | -2%
COc1cccc(C(=O)Nc2ccc(Cl)c(-c3nc4ccccc4[nH]3)c2)c1 | -4% | i | 6%
CCc1ccc(C(=O)CC2(O)C(=O)N(Cc3ccc(C)cc3)c3ccccc32)cc1 (stereo not drawn) | 10% | i | 10%
COc1ccc(NC(=O)CSCc2cc(=O)c3cc(Cl)ccc3[nH]2)cc1 | 15% | -1% | -17%
CC(C)OC(=O)c1c(NC(=O)C2c3ccccc3Oc3ccccc32)sc2c1CCCC2 | 0% | -13% | 6%
Cc1cccc(OCc2cc(=O)n3c4c(sc3n2)CCCC4)c1C | 5% | -11% | -13%
O=C(C1CCC1)N1CCCc2cc(S(=O)(=O)Nc3ccc(F)cc3)ccc21 | 19% | -46%[inhibitor] | 33%
Cc1ccc(O)c(Nc2nc3ccccc3c3nncn23)c1 | 25% | -21% | 3%
CCOc1ccc(CCNC(=O)c2ccc3c(c2)N(Cc2ccc(F)cc2)CCS3)cc1 | 13% | i | 9%
CCC(=O)N1CCc2cc(Br)cc(S(=O)(=O)N3CCCC(C(=O)Nc4cccc(C)c4C)C3)c21 (stereo not drawn) | -4% | i | 0%
COc1cccc(CN2C(=O)c3ccccc3C2C(=O)NCCc2ccccc2)c1 (stereo not drawn) | 23% | 0% | 9%
Cc1cccc(N2CCN(C(=O)C3CCCN(C(=O)c4cc5sccc5n4C)C3)CC2)c1C (stereo not drawn) | 0% | i | ?
CCc1ccccc1NC(=O)CSc1nc2ncccc2o1 | 19% | -4% | 6%
CC1=C(C(=O)Nc2ccc(C)cc2Cl)C2(CCCCCC2)OC1=O | 29% | i | 17%
CCN(CC)S(=O)(=O)c1ccc2c(c1)N(CC(=O)Nc1c(C)cccc1C)C(=O)CO2 | 21% | -6% | -15%
CCOC(=O)c1ccc2c(c1)N(Cc1ccc(F)cc1Cl)C(=O)c1ccccc1S2 | 15% | i | -8%
Cc1ccc(Cl)cc1Nc1nn2c(=O)c3ccc(C(=O)Nc4ccc(F)cc4)cc3nc2s1 | 21% | -11% | -18%
CN(CC(=O)Nc1cccc(Cl)c1)S(=O)(=O)c1ccc2[nH]c3c(c2c1)CCCC3 | 6% | -3% | 18%
Cc1ccc(CNC(=O)c2nc(S(=O)(=O)Cc3ccc(C)cc3)ncc2Cl)cc1 | 18% | -17% | 29%
Cc1ccc2sc(N3CCN(C(=O)CCS(=O)(=O)c4ccc(Cl)cc4)CC3)nc2c1C | 18% | i | -7%
COc1ccccc1C1C=C(c2ccc(Cl)cc2)Nc2nc(-c3ccc(Cl)cc3)nn21 (stereo not drawn) | ? | -83%[inhibitor] | 41%
COc1ccccc1CCNS(=O)(=O)c1ccc(N2CCCCS2(=O)=O)cc1 | 23%[9.22 µM] | -20% | 14%
CCOC(=O)c1cccc(NS(=O)(=O)c2ccc3[nH]c4c(c3c2)CCCC4)c1 | 19% | i | 43%
Cc1ccccc1NC(=O)c1c(NC(=O)Cc2ccccc2)sc2c1CCC2 | 12% | i | -1%
COc1ccccc1NC(=O)C(=O)NCC(c1cccnc1)N1CCc2ccccc2C1 (stereo not drawn) | 19% | i | -22%
CCn1c(=O)c2cc(C(=O)N(CCCOC(C)C)Cc3ccco3)sc2c2ccccc21 | ? | -23% | 21%
Cc1cccc2sc(N(Cc3cccnc3)C(=O)COc3ccccc3)nc12 | 11µM* | -58%[inhibitor] | 19%
c1ccc(-c2noc(-c3cccnc3NCc3ccco3)n2)cc1 | 13% | i | 10%
Cc1ccc2c(CC(=O)Nc3cc(C(F)(F)F)ccc3Cl)coc2c1C | -8% | -23% | -12%
COc1cccc(-c2cn3ncsc3n2)c1 | 12% | -17% | 6%
O=C(Nc1ccc(Oc2ccccc2)cc1)C1CCN(S(=O)(=O)c2ccc(Cl)cc2)CC1 | 27% | -32%[inhibitor] | -21%
CN(C)c1ccc(C(CNC(=O)c2ccc(C(C)(C)C)cc2)N2CCOCC2)cc1 (stereo not drawn) | 16% | i | -13%
COc1ccc(CNC(=O)CC2N=C3c4ccccc4N=C(SCC(=O)Nc4ccc(N(C)C)cc4)N3C2=O)cc1 (stereo not drawn) | 0% | ? | -4%
COc1ccc(-c2cc(C)no2)cc1S(=O)(=O)NC(C)C | 15% | i | 8%
Cc1ccc(NC(=O)CCCN2C(=O)COc3ccc(C)cc32)c(Cl)c1 | 0% | i | 29%
The list continues:
SMILES | TDP-43 yeast inh | PTHR1 ag | FUS suppressor
COc1ccc2nc3sc(C(=O)Nc4cc(Cl)c(OC)cc4OC)cc3cc2c1 | 16% | i | -20%
CCc1ccc(OCC(=O)NCC(c2ccc(OC)cc2)N2CCOCC2)cc1 (stereo not drawn) | 0% | -13% | 13%
COc1ccc(CCN2C(=O)c3[nH]nc(-c4ccccc4O)c3C2c2ccc(OC)c(OC)c2)cc1 (stereo not drawn) | 7% | -22% | 26%
Cc1cc(C)cc(NC(=O)[C@H]2O[C@@H]3OC(C)(C)O[C@@H]3[C@H]3OC(C)(C)O[C@H]32)c1 | 24% | i | -12%
CCOC(=O)C1=C(CS(=O)(=O)c2ccc(F)c(C)c2)NC(=O)NC1c1ccc(F)c(F)c1 (stereo not drawn) | -9% | 0% | -16%
O=C(NCCN1CCN(c2cccc(Cl)c2)CC1)C1COc2ccccc2C1 (stereo not drawn) | 13% | i | -12%
CC(C)OC(=O)c1cccnc1SCC(=O)Nc1ccc(C(F)(F)F)cc1Cl | 13% | i | -10%
CCCCc1nn2c(=O)cc(COC(=O)c3cccc(NC(=O)c4cccc(C)c4)c3)nc2s1 | 8% | i | 8%
COc1ccccc1Cc1nc2ccccc2nc1SCC(=O)N1CCC(C)CC1 | ? | -16% | ?
COc1cc(NC(=O)Cn2cc(S(=O)(=O)N3CCC(C)CC3)c3ccccc3c2=O)cc(OC)c1OC | 9% | -2% | ?
CCCCc1nn2c(=O)cc(CN(CC)c3ccccc3)nc2s1 | 24% | -63%[inhibitor] | 44%
COc1ccc(C(=O)NCC(c2ccc3c(c2)OCO3)N2CCN(C)CC2)cc1OC (stereo not drawn) | -7% | ? | 17%
CCc1ccc(S(=O)(=O)c2nnn3c2nc(N2CCC(C(N)=O)CC2)c2cc(Cl)ccc23)cc1 | 7% | -1% | ?
CCOc1ccc(-c2nonc2NC(=O)c2oc3cc(C)ccc3c2C)cc1OCC | 1% | -30% | 21%
COc1ccc(N2CCN(C(CNC(=O)C(=O)NCc3cccnc3)c3cccnc3)CC2)cc1 (stereo not drawn) | 1% | 27% | 10%
Cc1cn2c(=O)cc(COc3ccccc3NC(=O)c3ccc(Cl)cc3)nc2s1 | 11% | -35% | -38%
Cc1cc(Br)cc(C)c1NC(=O)c1cnc2ccccn2c1=O | ? | i | -6%
CCOCCc1nnc(NC(=O)C(=O)c2cc(C)n(-c3ccc(C)c(C)c3)c2C)s1 | ? | i | ?
Cc1nc2ccccc2n1CCc1nc2c3ccccc3nc(SCc3ccc(C#N)cc3)n2n1 | 0% | -32%[inhibitor] | -14%
COc1cc(NC(=O)CCn2nc(C)cc2C)cc(OC)c1OC | 7% | 1% | 23%

An excerpt from above in order of molar mass, ascending.
SMILES | TDP-43 yeast inh | PTHR1 ag | FUS suppressor
Cc1cccc(OCc2cc(=O)n3c4c(sc3n2)CCCC4)c1C | 5% | -11% | -13%
COc1ccc(NC(=O)CC2Oc3ccc(C)cc3NC2=O)cc1Cl (stereo not drawn) | 0% | i | 16%
O=C(C1CCC1)N1CCCc2cc(S(=O)(=O)Nc3ccc(F)cc3)ccc21 | 19% | -46%[inhibitor] | 33%
COc1cccc(CN2C(=O)c3ccccc3C2C(=O)NCCc2ccccc2)c1 (stereo not drawn) | 23% | 0% | 9%
COc1ccc(C(=O)n2nc(-c3cccnc3)nc2NCc2ccccc2)cc1OC | 22% | i | 24%
COc1ccccc1CCNS(=O)(=O)c1ccc(N2CCCCS2(=O)=O)cc1 | 23%[9.22 µM] | -20% | 14%
COc1ccc(C(=O)NCC(c2ccc3c(c2)OCO3)N2CCN(C)CC2)cc1OC (stereo not drawn) | -7% | ? | 17%
CN(CC(=O)Nc1cccc(Cl)c1)S(=O)(=O)c1ccc2[nH]c3c(c2c1)CCCC3 | 6% | -3% | 18%
CC(C)OC(=O)c1cccnc1SCC(=O)Nc1ccc(C(F)(F)F)cc1Cl | 13% | i | -10%
CCOC(=O)c1ccc2c(c1)N(Cc1ccc(F)cc1Cl)C(=O)c1ccccc1S2 | 15% | i | -8%
COc1ccc(N2CCN(C(CNC(=O)C(=O)NCc3cccnc3)c3cccnc3)CC2)cc1 (stereo not drawn) | 1% | 27% | 10%
Cc1ccc2sc(N3CCN(C(=O)CCS(=O)(=O)c4ccc(Cl)cc4)CC3)nc2c1C | 18% | i | -7%
COc1cc(NC(=O)Cn2cc(S(=O)(=O)N3CCC(C)CC3)c3ccccc3c2=O)cc(OC)c1OC | 9% | -2% | ?

(next part)
SMILES | TDP-43 yeast inh | PTHR1 ag | FUS suppressor
Cc1c(NC(=O)c2ccccc2)cc(C(C)C)c(O)c1S(=O)(=O)c1ccc(Cl)cc1 | 17% | i | 13%
COc1ccc(N(C)C(=O)Cn2cc(S(=O)(=O)N3CCN(c4ccccc4F)CC3)c3ccccc3c2=O)c(OC)c1 | -5% | ? | ?
Cc1cc2c(cc3c(SCC(=O)Nc4ccc(Cl)cc4F)nncn32)o1 | 0% | i | -14%
COc1ccc(C2(CNC(=O)C(=O)Nc3ccc(F)cc3)CCCC2)cc1OC | 14% | -46%[inhibitor] | -18%
Cc1ccccc1C(=O)NCc1nc(-c2ccc(Cl)cc2)no1 | ? | -44%[inhibitor] | -14%
O=C(NCCCc1nc2ccccc2n1Cc1ccccc1F)c1ccco1 | 17% | -27% | -5%
COc1ccc(NC(=O)CSC2=Nc3ccccc3C3=NC(CCC(=O)NCCc4ccccc4)C(=O)N23)cc1 (stereo not drawn) | 25% | -21% | 1%
CC(=O)Nc1ccc(NC(=O)c2ccc3c(c2)N(Cc2cccc(Cl)c2)C(=O)c2ccccc2S3=O)cc1 (stereo not drawn) | 11% | -15% | ?
COc1cccc(Cn2c(=O)n(Cc3ccccc3)c(=O)c3c2c2cc(OC)ccc2n3C)c1 | ? | -29% | -4%
COc1cc(Cl)c(C)cc1NC(=O)c1cnn(-c2ccc(C)cc2)c1-n1cccc1 | -4% | -13% | 8%

These rows are one share of the data. The share of hits here may be higher or lower than overall.
